Screens deposited in PubChem BioAssay by several laboratories.
KKLEB tox: CF airway cell cytotoxicity counter-screen | KKLEB CF airway cells viability, ATPlite luminescence, overnight; hits give low values; cells stimulated with P. aeruginosa culture filtrate | 0.36% of 360,000 active | AID 602141 | activity change (cytotoxicity), % at 5 µM;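 active = corrected activity change at or below -50% at 5 µM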
TWEAK-Fn14 inh: blocks TWEAK-Fn14 interaction in a reporter cell assay; TWEAK-stimulated Fn14 reporter cells, luciferase luminescence, 8 h; inhibition, % at 10 µM; 2% of 360,000 active; AID 1159606; in the data active = inhibition above about 50%
CF NFkB block: blocks PAF-induced NF-kB reporter in cystic fibrosis cells; KKLEB NF-kB-GFP reporter, GFP fluorescence overnight; inhibition, % at 5 µM; 0.86% of 360,000 active;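 active = at least 50% inhibition at 5 µM, scaled per plate between neutral and stimulator controls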;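 note: PAF is a Pseudomonas aeruginosa culture filtrate used as stimulus; plate controls were PAF-stimulated DMSO wells for no effect and unstimulated DMSO wells for full effect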
hiPSC survival: hiPSC single-cell survival enhancement; AID 602274; 0.044% of 360,000 active; survival enhancement, % at 20 µM; ATPlite luminescence; 100% = ROCK inhibitor wells, 0% = DMSO; in the data active = survival enhancement above about 18%;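 note: cells exposed to compounds for 16 hours before the ATP read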
HIF-2a inh: HIF-2a inhibition; 786-0 RCC cells HIF-2a reporter, luciferase luminescence, overnight; 0.72% of 360,000 active; inhibition, % at 18.8 µM;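 active = inhibition of the luminescence signal of 40% or more relative to plate controls, in a single-dose primary screen at 18.75 µM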
TRPM1 prom inh: inhibitors of MITF-driven TRPM1 promoter in melanoma cells; 0.83% of 330,000 active; inhibition, % at 12.5 µM; SK-MEL-5 TRPM1 promoter luciferase, 24 h;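 active = mean inhibition across replicates of 60% or more, whatever share of single replicates reaches that level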; note: values of inactives mirror those of a sister screen read the other way
NR2E3 ag-1: agonists of human nuclear receptor NR2E3 | Q9Y5X4 | 0.12% of 320,000 active | inhibition of corepressor binding, % at 4.78 µM | AID 2300 | GST-NR2E3/biotin-RetCOR TR-FRET, 1536-well;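 active = percent inhibition above the cutoff of mean plus 3 SD of all tested compounds, set per screening campaign, cut at about 20% in these data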;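 note: 0% = DMSO wells and 100% = biotin wells as full block of FRET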
Target sequence (Q9Y5X4 whole entry, looked up): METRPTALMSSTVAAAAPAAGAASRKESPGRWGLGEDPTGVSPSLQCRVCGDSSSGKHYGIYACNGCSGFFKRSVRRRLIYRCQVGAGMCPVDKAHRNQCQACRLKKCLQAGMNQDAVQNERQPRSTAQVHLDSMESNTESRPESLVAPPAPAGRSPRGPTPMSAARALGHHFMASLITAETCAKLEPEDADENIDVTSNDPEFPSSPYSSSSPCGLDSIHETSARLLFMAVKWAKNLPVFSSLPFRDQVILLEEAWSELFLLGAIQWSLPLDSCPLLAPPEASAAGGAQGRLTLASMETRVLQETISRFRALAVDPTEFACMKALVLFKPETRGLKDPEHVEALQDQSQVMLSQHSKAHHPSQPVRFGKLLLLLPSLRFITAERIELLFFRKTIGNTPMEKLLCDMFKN
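Material: NR2E3–RetCOR corepressor complex | Quantity: 1.35 nM GST-tagged NR2E3 final | Schedule: 5 h at 4 °C | Replication: Singlicate compound wells | Reagent: RetCOR corepressor, biotinylated, 7 nM | Controls: Biotin wells as high control, 0.6% DMSO wells as low control | Signal: TR-FRET, Eu(K)-anti-GST donor, streptavidin-D2 acceptor, ex 340, em 617/671 nm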
aDG glyco act: increases alpha dystroglycan glycosylation; 0.22% of 360,000 active; Pro5-aDG cells, alpha-DG glycosylation AlphaScreen (IIH6); 0% Pro5, 100% B10-LARGE cell signal; activation, % at 10 µM;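 active = activation of at least 8% versus controls, or a plate z-score of at least 8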;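 note: Pro5 are CHO cells carrying HIG-tagged alpha-DG that lacks glycosylation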
NR2E3 ag-2: activates human NR2E3 receptor | Q9Y5X4 | CHO-S Gal4-NCOR/VP16-NR2E3 two-hybrid, luciferase | inhibition of corepressor binding, % at 3.98 µM | 0.35% of 360,000 active | AID 602229;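 active = inhibition above the mean of all tested compounds plus 3 SD, cut at about 70% in these data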;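 note: 0% = DMSO with NR2E3 transfected cells and 100% = cells lacking NR2E3 construct; higher means lower luciferase signal from less NR2E3 corepressor binding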
Peg3 promoter: inhibitors of Peg3 promoter; AID 588405; 1.7% of 360,000 active; inhibition, % at 20 µM; HeLa PEG-Prom luciferase reporter, luminescence, overnight;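 active = inhibition of at least 50% at 20 µM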
Shn3 3UTR inh: inhibitors of Schnurri-3 3'UTR reporter in osteoblasts; Clone20 osteoblast Shn3 3'UTR firefly luciferase, 24 h; inhibition, % at 12.5 µM; 0.52% of 360,000 active; AID 588674;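 active = mean inhibition of at least 75% with every replicate also reaching 75%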;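 note: 0% = median of neutral control wells and 100% = pilot-screen positive control compound; some compounds past the cut are filed as inactive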
* marks the source's active call; other numbers are inactive results; / = not tested or not shown.

molecule	TWEAK-Fn14 inh	aDG glyco act	CF NFkB block	TRPM1 prom inh	NR2E3 ag-1	HIF-2a inh	KKLEB tox	NR2E3 ag-2	Shn3 3UTR inh	hiPSC survival	Peg3 promoter
COc1cccc(CNC(=O)c2ccc3nc[nH]c3c2)c1	-7	0.1	4	16	-5	16	-12	-6	8	7.1	14
CN1CCN(/N=C/c2ccc(-c3ccccc3)cc2)CC1	-4	1.2	2	-81	-3	-210	1	-62	-52	-1.6	-184
COc1ccc(NC(=O)CN2C(=O)NC(C)(C3CCCCC3)C2=O)c(OC)c1 (stereo not drawn)	2	0.0	14	-1	-2	3	-4	6	13	0.6	17
CCOC(=O)CSc1nnc(CNc2ccccc2Cl)n1-c1ccccc1	5	0.1	-3	-2	-2	26	-7	-3	4	1.4	13
COc1ccc(N)cc1NC(=O)CN1CCOCC1	-27	-0.3	-9	/	/	4	5	-1	-9	-1.7	-20
CCOC(=O)C1/C(=N\O)CC(C)(O)C(C(=O)OCC)C1c1ccc(N(C)C)cc1 (stereo not drawn)	2	-0.2	-8	-3	-4	8	-2	-29	-1	3.1	5
Cc1c(Cl)cccc1Nc1ccccc1C(=O)O	-25	0.0	4	13	1	-12	13	-12	1	3.6	-8
O=C(COC(=O)C1(c2ccccc2F)CCCC1)N1CCc2ccccc21	-15	-0.2	9	-4	1	14	-1	-5	-4	1.3	36
CC1Sc2ccc(S(=O)(=O)CCC(=O)NCc3ccccc3Cl)cc2NC1=O (stereo not drawn)	0	6.9	-6	4	-1	-4	-2	-12	-3	0.6	21
O=C(CSc1nnc(-c2cnccn2)n1Cc1ccco1)c1ccc2ccccc2c1	14	0.1	0	15	1	-4	-14	0	-23	2.3	5
O=C(NCCc1ccccc1O)c1cc2c(cc1[N+](=O)[O-])OCO2	1	0.1	-28	-7	/	4	16	-7	7	-0.2	-11
CC(=O)NC1(C(F)(F)F)C(=O)Nc2c1c(=O)[nH]c(=O)n2Cc1ccco1 (stereo not drawn)	2	-0.2	7	-1	-1	3	8	-5	-8	-1.2	-2
CC1(C(=O)NC2CCCCC2)CCC(=O)N1CCOc1ccccc1 (stereo not drawn)	1	1.6	-45	/	/	12	8	21	-1	1.4	6
Cc1cccc(-n2nnnc2SCc2csc(-c3ccccc3)n2)c1	22	-0.1	-3	5	1	-1	9	-23	8	0.4	3
CCn1c(SCC(=O)Nc2nc(C)cs2)nnc1C(NC(=O)c1ccccc1Cl)C(C)C (stereo not drawn)	29	0.0	-9	1	-1	1	-3	-1	-8	3.0	25
CCCn1cc(SCC(=O)Nc2ccc3c(c2)OCO3)c2ccccc21	-11	0.2	9	-5	8	-13	1	-12	20	1.1	5
COc1cccc(CNc2nc3cc(-c4cscc4C)sc3c(=O)n2C)c1	24	0.5	-11	/	/	-160	-4	4	-12	-3.9	0
O=C1C=C(c2cc3ccccc3s2)C[C@@H](c2ccc(F)cc2)C1	-35	-0.5	4	-5	2	-32	-2	-36	-16	-0.9	-19
COc1ccc(CCNC(=O)CCCOc2cc(=O)n(C)c3ccccc23)cc1OC	-5	-0.3	3	-1	-1	0	0	-11	-91	1.1	1
O=C(CN1C(=O)NC2(CCc3ccccc32)C1=O)c1ccc(Br)cc1 (stereo not drawn)	-1	0.0	9	0	-2	-3	-1	11	15	-0.4	-7
CCOC(=O)c1ccc(NC(=O)COc2ccc(S(=O)(=O)N3CCCC3)cc2)cc1	-1	0.4	-7	7	-1	16	2	2	9	-0.5	5
CC(C(=O)c1ccccc1)[n+]1cccc(C(N)=O)c1 (stereo not drawn)	11	-0.1	4	-8	-4	13	8	19	14	1.0	16
CC1(C(=O)N2CC3(CC(c4cccc([N+](=O)[O-])c4)=NO3)C[C@H]2C(=O)NCC(N)=O)CC1 (stereo partly drawn)	4	-0.3	-11	-1	2	7	2	-30	-15	2.9	0
Cc1cc([N+](=O)[O-])c(N2CCC[C@@H]2C(=O)O)c([N+](=O)[O-])c1	6	-0.1	6	2	-2	2	2	-11	-10	-2.3	14
CCOC(=O)c1ccc(NCCOC)c([N+](=O)[O-])c1	-32	0.0	-12	-29	0	-172	17	-40	-66	0.3	-166
CCOc1ccccc1N1CCN(C(=O)c2ccccc2)CC1	8	-0.1	-2	-23	4	10	7	-21	2	-0.3	13
CN1CCN(CC(=O)Nc2ccc(S(=O)(=O)N(C)C)cc2)CC1	9	0.0	-6	0	-1	13	6	-3	-11	-0.1	13
COc1cccc(/C=C/C(=O)OCC(=O)N2CCCC2)c1OC	-3	0.1	-11	-2	/	-61	4	-27	-42	-0.5	-48
Nc1sc(-c2ccccc2)n[n+]1Cc1cccc2cccnc12	3	1.2	3	-5	2	-3	0	-36	/	0.7	-5
Cc1ccc(NC(=O)COc2ccccc2C(=O)NCCc2ccccc2)cc1	-52	0.1	-22	-6	-2	-41	-6	-5	-22	-0.5	-31
COc1ccc(N2CCN(C(=O)Nc3cccc(C(F)(F)F)c3)CC2)cc1	6	0.1	-14	4	-1	12	2	4	16	1.3	19
COc1cc(NC(=O)c2ccc(-c3ccc(F)c(F)c3)c3ccoc23)cc(OC)c1OC	-63	0.1	0	/	/	-28	2	-16	3	-0.6	-11
CCOc1ccc2oc(C(=O)N(Cc3nnc(-c4ccccc4Cl)o3)C3CC3)c(C)c2c1	1	0.1	1	-2	-2	-21	11	17	16	-0.1	8
CC(CC(=O)Nc1nc2ccccc2[nH]1)c1ccccc1 (stereo not drawn)	10	0.1	15	-54	-1	-230	-9	-135	-18	-0.8	-280
CCCc1ccc(-c2ccc(/C=C/C(=O)O)cc2)nc1	94*	0.2	-13	86*	-1	87*	-11	75*	29	-1.9	39
CC(=O)N(\C=C/C=C/C=C1\Sc2ccccc2C1=O)c1ccccc1	0	0.1	-9	/	0	-73	11	-33	-31	-1.3	-17
O=C(Nc1cccc(C(=O)O)c1)/C(=C/c1ccc([N+](=O)[O-])cc1)NC(=O)c1ccccc1	2	-0.2	-24	11	1	11	-2	5	-15	-0.6	4
CCn1c(SCC(=O)NCc2ccc3c(c2)OCO3)nnc1-c1c[nH]c2ccccc12	7	0.0	-2	0	2	8	0	-8	-13	-1.6	17
O=C(CSc1nnnn1C1CCCCC1)N1CCN(C(=O)c2ccco2)CC1	-4	-0.3	-2	19	3	1	-3	0	10	1.2	14
O=C(CSc1nnc(-c2ccco2)n1-c1ccccc1)NCC1CCCO1 (stereo not drawn)	7	0.0	-26	-10	-2	10	18	19	16	-0.1	7
COc1ccc(Cl)cc1N=Cc1c(O)c2ccccc2oc1=O	10	0.1	26	14	4	11	2	5	21	0.2	24
O=C(NCc1ccc2c(c1)OCO2)c1c(-c2ccsc2)sc2ccccc12	14	0.7	1	-15	/	-19	-1	-37	41	-0.4	-22
Cc1c(NS(=O)(=O)c2cc(C(=O)NCc3cccc(Cl)c3)ccc2Cl)c(=O)n(-c2ccccc2)n1C	-1	0.1	-13	9	/	13	3	-1	-11	-2.1	5
CN1C(=O)c2c(C(=O)Nc3ccc(Oc4ccncc4)cc3)[nH]c(-c3ccccc3)c2C1=O	12	0.2	-30	/	/	17	-11	23	2	0.5	24
COc1ccc(CNc2oc(C)nc2C#N)cc1	10	0.3	2	-7	2	11	-1	-7	-17	3.9	-20
O=C1N[C@@H](Cc2ccccc2)COC(=O)[C@H](Cc2ccc(F)cc2)C/C=C\C[C@@H]1CC(=O)N(CCO)Cc1ccccc1	10	0.3	8	4	/	6	3	-7	9	-0.6	7
CC(=O)N1CCN(c2ccccc2NC(=O)c2ccco2)CC1	0	1.7	14	0	-1	9	-6	-15	8	-0.3	-1
O=C(NCCC1=CCCCC1)C(=O)NCC(c1ccco1)N1CCN(c2ccccc2)CC1 (stereo not drawn)	21	0.6	7	10	-3	12	-7	-7	12	-1.2	6
COc1cc2c(cc1O)C(Cc1ccc(O)cc1)[N+](C)([O-])CC2 (stereo not drawn)	-11	0.1	15	0	-1	-2	-8	-15	14	-4.6	-11
CN(C(=O)c1cccc(NC(=O)Cc2cccc(NC(=O)C3CCN(C(=O)c4ccccc4)CC3)c2)c1)C1CC1	-10	0.8	-6	15	/	-3	19	-34	-2	-0.5	6
CCn1c(=O)n(CC)c2cc(N3CCCC3)c(NC(=O)c3ccccc3OC)cc21	-29	-0.3	10	-12	2	6	-2	-6	-16	-0.6	42

Part of the list above in order of molecular weight, lowest first:
molecule	TWEAK-Fn14 inh	aDG glyco act	CF NFkB block	TRPM1 prom inh	NR2E3 ag-1	HIF-2a inh	KKLEB tox	NR2E3 ag-2	Shn3 3UTR inh	hiPSC survival	Peg3 promoter
COc1ccc(CNc2oc(C)nc2C#N)cc1	10	0.3	2	-7	2	11	-1	-7	-17	3.9	-20
O=C(Nc1cccc(C(=O)O)c1)/C(=C/c1ccc([N+](=O)[O-])cc1)NC(=O)c1ccccc1	2	-0.2	-24	11	1	11	-2	5	-15	-0.6	4
CCn1c(SCC(=O)NCc2ccc3c(c2)OCO3)nnc1-c1c[nH]c2ccccc12	7	0.0	-2	0	2	8	0	-8	-13	-1.6	17
